TrxR1 inh: inhibitors of rat thioredoxin reductase 1; O89049; recombinant rTrxR1, NADPH fluorescence consumption, selenite substrate; Potency, µM (highest dose often 114 µM), without a hit: at the highest dose activity change, negative = inhibition, actives largely listed as inhibitors; 1% of 390,000 active; AID 588453; note: % is set by controls: 0 for no effect and ±100 for the full control effect; nearly all actives have a fitted effect of over 65% in size
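Rat TrxR1 (90 nM in the dispensed reagent) was pre-reduced with 400 uM NADPH for 5 min at room temperature, then incubated with compound for 15 min. After 400 uM selenite was added, NADPH fluorescence (Ex 340/Em 450 nm) was followed for 8 min.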
RXFP1 agonist: activates the human relaxin receptor RXFP1 | Potency, µM (highest dose often 57.5 µM), for inactives: at the top dose activation, actives largely listed as activators | 0.3% of 370,000 active | Q9HBX9 | HEK293T-RXFP1 cAMP TR-FRET, 30 min; response scale: percent of porcine relaxin response, buffer zero; note: % is set by controls: 0 for no effect and ±100 for the full control effect; nearly all actives have a fitted effect of over 60% in size; many of its hits are not listed in these tables
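HEK293T cells stably expressing RXFP1 were pretreated with the PDE4 inhibitor Ro 20174, exposed to compounds for 30 min at 37C, lysed, and cAMP was read by TR-FRET. Data normalized to buffer (basal) and 29 nM porcine relaxin (100%).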
ALOX12 inh: blocks human arachidonate 12S-lipoxygenase | P18054 | Potency, µM (doses to about 108 µM), without a hit: at the top dose activity change, negative = inhibition, most hits filed as inhibitors | AID 1671190 | purified 12hLO, xylenol orange hydroperoxide absorbance | 1.1% of 580,000 active; note: % is set by controls: 0 for no effect and ±100 for the full control effect
Target sequence (P18054 whole entry, looked up): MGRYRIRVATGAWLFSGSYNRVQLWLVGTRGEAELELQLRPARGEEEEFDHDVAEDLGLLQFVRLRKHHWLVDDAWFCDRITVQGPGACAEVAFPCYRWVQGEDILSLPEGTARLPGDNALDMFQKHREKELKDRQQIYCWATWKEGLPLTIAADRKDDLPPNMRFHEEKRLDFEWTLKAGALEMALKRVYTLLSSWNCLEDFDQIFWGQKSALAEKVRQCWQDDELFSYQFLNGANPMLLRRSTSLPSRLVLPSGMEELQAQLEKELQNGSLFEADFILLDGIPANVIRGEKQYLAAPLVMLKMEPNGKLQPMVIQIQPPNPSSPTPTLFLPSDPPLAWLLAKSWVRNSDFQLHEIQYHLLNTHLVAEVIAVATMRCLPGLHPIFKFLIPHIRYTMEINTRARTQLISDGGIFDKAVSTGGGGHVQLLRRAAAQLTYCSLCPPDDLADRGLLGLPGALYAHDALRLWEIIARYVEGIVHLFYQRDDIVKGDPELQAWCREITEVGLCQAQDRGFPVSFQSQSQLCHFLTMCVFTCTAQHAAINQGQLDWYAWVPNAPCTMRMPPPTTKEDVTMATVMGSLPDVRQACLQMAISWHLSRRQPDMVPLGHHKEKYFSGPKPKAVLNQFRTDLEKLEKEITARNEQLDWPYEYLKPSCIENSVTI
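Hydroperoxide product was detected by ferrous iron/xylenol orange as the 573 to 405 nm absorbance ratio. Arachidonic acid at 40 uM (final) was turned over for 30 min at room temperature by 150 nM human 12hLO, pH 7.0 Hepes buffer, after 15 min compound preincubation.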
USP1-UAF1 inh: USP1/UAF1 (human) deubiquitinase inhibition; recombinant USP1/UAF1, Ub-Rhodamine cleavage fluorescence; 0.23% of 390,000 active; Potency, µM (top dose mostly 57.1 µM), inactives show at the top dose activity change, negative = inhibition, most hits filed as inhibitors; O94782; note: % is set by controls: 0 for no effect and ±100 for the full control effect; nearly all actives have a fitted effect of over 60% in size; inactives centre near -12
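USP1/UAF1 complex at 1 nM was preincubated with compound for 15 min at room temperature, then Ub-Rho substrate (150nM final) was added. Fluorescence (480/540 nm) was read kinetically, 6 reads every 60 seconds.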
RGS4 inhibitor: inhibitors of human regulator of G protein signaling 4 | 0.039% of 390,000 active | Potency, µM (highest dose often 114 µM), for the others: at the top dose activity change, negative = inhibition, hits mostly inhibitors | Transcreener GDP fluorescence polarization, RGS4-accelerated GTP hydrolysis; note: % is set by controls: 0 for no effect and ±100 for the full control effect; nearly all actives have a fitted effect of over 75% in size; some results filed as inactive show a strong effect at the top dose
Target sequence (P49798 whole entry, looked up): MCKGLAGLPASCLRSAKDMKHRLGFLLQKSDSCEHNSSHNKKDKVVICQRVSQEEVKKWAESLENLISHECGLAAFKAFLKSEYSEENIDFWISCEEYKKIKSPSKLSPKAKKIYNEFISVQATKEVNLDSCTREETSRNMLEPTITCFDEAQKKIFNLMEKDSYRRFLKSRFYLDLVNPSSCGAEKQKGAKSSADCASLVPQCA
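MLSMR compounds (23 nl, pin-transferred) preincubated 10 min at room temperature with a 500nM (2x) first reagent, then RGS4 at 900nM (2x) plus Transcreener GDP mix added; fluorescence polarization (620/688 nm) read before and after 90 min at 30 °C.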
Vif-A3G inh: blocks the Vif interaction with human APOBEC3G; HeLa A3G-eYFP + Vif (tagged APOBEC3G with the HIV-1 protein that degrades it), YFP fluorescence, overnight; Potency, µM (top dose mostly 46.1 µM), for the others: at the highest dose activity, negative = active, actives largely listed as inhibitors; 0.076% of 410,000 active; AID 602310;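 note: % is set by controls: 0 for no effect and ±100 for the full control effect; nearly all actives have a fitted effect of over 60% in size; hits raise eYFP signal because A3G escapes Vif-driven loss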
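HeLa cells stably expressing Vif and C-terminally eYFP-tagged A3G, seeded overnight at 37 deg C, then exposed to compound by pintool overnight at 37 deg C. Rise in yellow fluorescence (Ex 488/Em 500-530, Acumen) marks blocked Vif-driven A3G degradation.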
IDH1 R132H inh: human IDH1 R132H inhibition | O75874 | IDH1-R132H enzyme, NADPH consumption, diaphorase/resazurin fluorescence | Potency, µM (titrated, usually from 76.6 µM), for inactives: top-dose activity change, negative = inhibition, actives largely listed as inhibitors | 0.093% of 390,000 active | AID 602179; note: % is set by controls: 0 for no effect and ±100 for the full control effect; nearly all actives have a fitted effect of over 65% in size
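IDH1-R132H (0.5 ug/mL) preincubated 30 min with compound, then NADPH (0.016 mM) and alpha-KG (2 mM) added; 80 min at RT, pH 7.5. Remaining NADPH coupled via diaphorase/resazurin to fluorescence (540/590 nm); concentration-response curves normalized to no-enzyme control.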
TrxR1 substrate: is turned over as a substrate by rat TrxR1 | 0.01% of 390,000 active | O89049 | Potency, µM (doses to about 114 µM), for inactives: at the highest dose activity change, negative = substrate turnover | purified TrxR1 substrate turnover, NADPH consumption readout; note: % is set by controls: 0 for no effect and ±100 for the full control effect; nearly all actives have a fitted effect of over 50% in size
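Rat TrxR1, dispensed at 90 nM, was prereduced with 400 uM NADPH (final) for 5 min at ~22 deg C, then incubated with compound 15 min before 400 uM selenite. A first-read NADPH fluorescence drop versus no-compound background flagged substrates.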
Vif-A3F inh: blocks the Vif interaction with APOBEC3F | HeLa A3F-eYFP + Vif (tagged APOBEC3F with the HIV-1 protein that degrades it), YFP fluorescence increase | Potency, µM (titrated, usually from 46.1 µM), inactives show top-dose activity, negative = active | 0.2% of 390,000 active | AID 602313; note: % of control where 0% means no effect; nearly all actives have a fitted effect of over 65% in size
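Fluorescence increase (Ex 488/Em 500-530) after overnight compound treatment at 37 deg C flags inhibition of Vif-driven A3F-eYFP loss in stable HeLa A3F-eYFP/Vif cells seeded overnight beforehand.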
Active calls of the source: *; i = inactive; u = inconclusive; x = no result given; & = joins results of further samples; [ ] = dose if it differs, or a comment. Calls come from the whole dose curve; as a rule, active = well fitted curve in the direction sought with a large enough effect; inconclusive = small, poorly fitted or top-dose-only effect, or another doubt; inactive = no such curve, though single readings can be large; an effect the other way counts as inactive or inconclusive. Potency is the fitted concentration of half-maximal effect. These rows are one share of the data. The share of hits here may be higher or lower than overall.

SMILES	TrxR1 inh	RXFP1 agonist	ALOX12 inh	USP1-UAF1 inh	RGS4 inhibitor	Vif-A3G inh	IDH1 R132H inh	TrxR1 substrate	Vif-A3F inh
COc1ccc(CNC(=O)C2CCN(C(=O)N3CCOc4ccc(Cl)cc43)CC2)cc1	-4%	-3.2%	0%	-5%	-11%	0%	-2%	-6%	-5%
CCc1ccc(OCC(=O)NC(=S)Nc2ccc(S(=O)(=O)NC3CCCCC3)cc2)cc1	-2%[57.1 µM]	0.1%	u	-8%	-4%[11.4 µM]	-3%	-4%	1%[57.1 µM]	8%
COc1ccccc1C(=O)NC(=S)Nc1ccc(N2CCOCC2)cc1	x	x	-9%	2%	x	0%	3%	x	-9%
Cc1ccc2c(c1)c1nnc(SCC(=O)N3CCN(c4ccc(F)cc4)CC3)nc1n2CC(=O)O	-21%	0.9%	u	-21%	-11%	2%	0%	-6%	7%
CC(=O)c1c(C(C)=O)c(C)n(Cc2ccc(Cl)cc2)c1C	-3%	2.6%	0%	-14%	-2%	2%	3%	1%	5%
COc1ccc(-n2c(SCC(=O)NCc3cccs3)nnc2-c2ccoc2C)cc1	-7%	-0.7%	0%	u	-32%	1%	-2%	5%	0%
CC1c2cc3c(cc2CCN1C(=O)c1ccc(Br)cc1)OCCCO3 (stereo not given)	43%[activator]	3.1%	-9%	-15%	3%	-19%	4%	11%	-17%
COc1cccc(CNC(=O)c2ccc(CSc3nc4ccncc4n3Cc3cccc(C)c3)cc2)c1	35%	0.1%	-11%	-5%	29%	0%	-8%	5%	6%
COC(=O)c1ccccc1NC(=O)CN(c1ccc(OC)cc1)S(C)(=O)=O	-10%	1.3%	0%	-16%	-10%	-21%	-3%	-7%	0%
CCn1cc(C(=O)NC(C)C2CC3CCC2C3)cn1 (stereo not given)	-6%	2.2%	-17%	-15%	4%	3%	3%	-4%	-19%
CCOC(=O)CCCCCC(=O)Nc1ccc2c(c1)C(=O)N([C@H](C)CO)C[C@H](C)[C@@H](CN(C)C(=O)Nc1ccccc1)OCCCC[C@@H](C)O2	x	x	-21%	7%	x	-1%	-2%	x	-9%
Cc1cccc(NC(=O)c2sc3nc(-c4ccc(F)cc4)cn3c2C)n1	28%	20%	-17%	-13%	-37%	0%	14%	34%	15%
Cc1ccc(C)c(N2CCN(C(=O)Cc3cn(C)c4ccccc34)CC2)c1	1%	2.0%	u	u	5%	-1%	0%	-2%	0%
CCOC(=O)c1ccccc1NC(=O)N1CCC(CN2CCCCC2)CC1	14%	0.5%	u	5%	8%	2%	-1%	22%	1%
C/C(=N\NC(=O)c1c(Cl)cnn1C)c1cccc(NC(=O)c2ccc(C)cc2)c1	7%	-1.3%	x	-8%	-5%	2%	1%	2%	-2%
O=C(Cc1ccc(S(=O)(=O)N2CCOCC2)s1)Nc1ccc(Br)c(C(F)(F)F)c1	9%	x	-17%	-24%	-28%	-11%	3%	-4%	5%
CC1=C(C(=O)OCc2ccccc2)C(c2ccccc2OS(=O)(=O)c2ccccc2[N+](=O)[O-])NC(=O)N1CCCC(=O)O (stereo not given)	-20%	x	u	u	1%	-20%	11%	-4%	0%
CSCCC(NC(=O)c1ccc([N+](=O)[O-])cc1Cl)C(=O)OCC(=O)NCC(F)(F)F (stereo not given)	19%[57.1 µM]	-0.7%	-19%	-18%	-4%	-6%	-1%	11%[57.1 µM]	-12%
O=[N+]([O-])c1ccc(O)c(C=Nc2ccc3c(c2)OCCO3)c1	-6%	-3.6%	-10%	-23%	7%	0%	4%	-6%	5%
CSc1nsc(SC)c1C(N)=O	16%	-0.1%	-12%	-11%	26%	1%	-12%	0%	-4%
CC(=O)/C=C(\C)Nc1ccc(-c2cnc(-c3ccccc3)o2)cc1	-14%	2.2%	0%	-15%	9%	-1%	5%	51%[activator]	-13%
COc1ccc(C(CNC(=O)C(C)Oc2ccc(Br)cc2)N2CCCC2)cc1 (stereo not given)	3%	1.4%	-26%	-12%	-35%	0%	0%	-3%	-4%
Cc1cccc(NC(=O)CN2CCN(C(=O)c3cc(C4CC4)nn3-c3ccccc3)CC2)c1C	x	x	0%	-2%	x	0%	-5%	x	-9%
CCOC(=O)[C@@H]1[C@H]2COc3ccc(Br)cc3[C@@H]2N2C(=O)N(c3ccc(Br)cc3)C(=O)[C@@]12C	37%	x	-11%	-27%	18%	-2%	5%	11%	-9%
CCOCCCn1c(=N)c(C(=O)NCc2cccnc2)cc2c(=O)n3cc(C)ccc3nc21	45%[activator]	9.3%	-22%	-35%	6%	0%	-1%	422%[activator]	3%

3 records picked at random from the list so far, as already listed:
SMILES	TrxR1 inh	RXFP1 agonist	ALOX12 inh	USP1-UAF1 inh	RGS4 inhibitor	Vif-A3G inh	IDH1 R132H inh	TrxR1 substrate	Vif-A3F inh
CC1c2cc3c(cc2CCN1C(=O)c1ccc(Br)cc1)OCCCO3 (stereo not given)	43%[activator]	3.1%	-9%	-15%	3%	-19%	4%	11%	-17%
COc1cccc(CNC(=O)c2ccc(CSc3nc4ccncc4n3Cc3cccc(C)c3)cc2)c1	35%	0.1%	-11%	-5%	29%	0%	-8%	5%	6%
COc1ccc(-n2c(SCC(=O)NCc3cccs3)nnc2-c2ccoc2C)cc1	-7%	-0.7%	0%	u	-32%	1%	-2%	5%	0%

Following part
SMILES	TrxR1 inh	RXFP1 agonist	ALOX12 inh	USP1-UAF1 inh	RGS4 inhibitor	Vif-A3G inh	IDH1 R132H inh	TrxR1 substrate	Vif-A3F inh
CCn1cc(C(=O)N[C@@H](CCSC)C(=O)NC(C)(C)CO)c(=O)c2cc3c(cc21)OCO3	11%	-1.5%	u	-6%	23%	3%	9%	13%	-6%
CC(=O)N1CCN(C(=O)COC(=O)/C=C/c2ccc(C(F)(F)F)cc2)CC1	22%	x	355%[activator]	-21%	9%	2%	0%	1%	1%
COc1ccccc1C(=O)ON=C1c2ccccc2-c2ccccc21	36%[0.0914 µM]	-1.2%	-14%	-12%	-26%	1%	11%	11%	-4%
CC(C)OCCCN1C(=O)c2[nH]nc(-c3ccccc3O)c2C1c1ccccc1F (stereo not given)	-3%	1.0%	7%	-19%	-18%	-5%	-9%	-1%	-12%
CCCn1cc(S(=O)(=O)c2ccc(CC)cc2)c(=O)c2cc(F)c(N3CCN(C)CC3)cc21	-1%	2.4%	-5%	-10%	5%	7%	0%	13%	3%
CCC12CN3CC(C)(CN(C1)C3c1ccc(O)cc1O)C2=O (stereo not given)	17%	-1.9%	-4%	-12%	-10%	1%	-3%	1%	-7%
C=CCN1C(=O)c2ccc(C(=O)OCC(=O)N(CC)C3CCS(=O)(=O)C3)cc2C1=O (stereo not given)	6%	0.4%	235%[activator]	-9%	-6%	0%	8%	4%	-3%
COc1ccc(OC(=O)c2cc3cc(Cl)ccc3oc2=O)cc1	12%	0.9%	4%&23%	-8%	2%	5%	-4%	-4%	-11%
S=c1[nH]nc(-c2ccn[nH]2)n1-c1ccccc1Cl	-31%[57.1 µM]	3.1%	u	-5%	-1%	-4%	0%	5%[57.1 µM]	5%
Cc1ccc(S(=O)(=O)N(C)C)cc1NC(=O)CCc1c[nH]c2ccccc12	16%[57.1 µM]	1.6%	u	3%	3%	0%	1%	-1%	-2%
Cc1ccc(C(=O)NNC(=S)Nc2cccc3ccccc23)s1	u	-1.2%	243%[activator]	-16%	u	1%	11%	12%	-2%
O=C1N(Cc2cccnc2)C[C@@H]2C[C@@H](c3ccc4nsnc4c3)N3CCC[C@@]123	-44%	-0.1%	-7%	-7%	-9%	0%	8%	-1%[57.1 µM]	1%
O=C(O)Cc1ccc(NS(=O)(=O)c2c(Cl)cccc2Cl)cc1	19%	-0.6%	-1%	-26%	-11%	3%	9%	8%	6%
CC1CCCC(C)N1/N=C/c1cccc([N+](=O)[O-])c1 (stereo not given)	2%[57.1 µM]	-1.4%	-5%	-8%	-15%	-3%	5%	-2%[57.1 µM]	-2%
Nc1nc(NCc2ccccc2)nc(-c2ccccc2)n1	9%[57.1 µM]	-0.2%	19%	-10%	-9%	2%	2%	2%[57.1 µM]	-5%
CN1N=C(C(C)(C)C)CSC1=Nc1ccc(F)cc1	17%[57.1 µM]	-0.3%	-30%	-17%	12%	-2%	9%	6%[57.1 µM]	-4%
O=C(CCC(=O)c1cccs1)OCC(=O)c1ccc(Cl)s1	-14%	14%	91%	-9%	-18%	3%	2%	-4%	5%
CCC1CN(C(=O)Nc2cc(Cl)c(OC)cc2OC)c2ccccc2O1 (stereo not given)	20%[11.4 µM]	0.6%	1%	-18%	17%	-7%	-10%	11%[11.4 µM]	3%
C/C(=N\Nc1nc(Cl)c(Cl)cc1Cl)c1ccc(S(=O)(=O)NCc2ccco2)cc1	-20%	-0.5%	5%	-25%	-36%	-22%	2%	-7%	0%
CCOc1ccc(C(=O)Nc2ccccc2N2CCOCC2)cc1	20%[57.1 µM]	2.3%	0%	3%	-20%	-5%	2%	8%[57.1 µM]	-6%
CCN(CC)CCN(C(=O)c1ccc(C(=O)c2ccccc2)cc1)c1nc2c(OC)cccc2s1	24%	2.1%	i	-25%	12%	-4%	-7%	4%	-16%
O=C(Nc1cccc2ccccc12)c1ccccc1NS(=O)(=O)c1cccc2cccnc12	-7%	2.1%	8%	-10%	17%	-1%	2%	-7%	5%
CCc1ccccc1NC(=O)c1cc(C2CC2)on1	4%[57.1 µM]	3.0%	16%	-16%	-28%	4%	3%	9%[57.1 µM]	3%

Source: PubChem
